RECQ1 inh: qHTS Assay for Inhibitors of RecQ-Like Dna Helicase 1 (RECQ1) | 240,000 compounds, 0.54% hits | Potency, µM (highest dose often 57.3 µM), without a hit: at the highest dose activity, negative = inhibition, most hits filed as inhibitors | AID 2549, 2010 | RECQ1 DNA unwinding, red fluorescence kinetic read;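 also: plate controls were vehicle for no effect and no enzyme for full effect; nearly all actives have a fitted effect of over 30% in size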
Target sequence (P46063 whole entry, looked up): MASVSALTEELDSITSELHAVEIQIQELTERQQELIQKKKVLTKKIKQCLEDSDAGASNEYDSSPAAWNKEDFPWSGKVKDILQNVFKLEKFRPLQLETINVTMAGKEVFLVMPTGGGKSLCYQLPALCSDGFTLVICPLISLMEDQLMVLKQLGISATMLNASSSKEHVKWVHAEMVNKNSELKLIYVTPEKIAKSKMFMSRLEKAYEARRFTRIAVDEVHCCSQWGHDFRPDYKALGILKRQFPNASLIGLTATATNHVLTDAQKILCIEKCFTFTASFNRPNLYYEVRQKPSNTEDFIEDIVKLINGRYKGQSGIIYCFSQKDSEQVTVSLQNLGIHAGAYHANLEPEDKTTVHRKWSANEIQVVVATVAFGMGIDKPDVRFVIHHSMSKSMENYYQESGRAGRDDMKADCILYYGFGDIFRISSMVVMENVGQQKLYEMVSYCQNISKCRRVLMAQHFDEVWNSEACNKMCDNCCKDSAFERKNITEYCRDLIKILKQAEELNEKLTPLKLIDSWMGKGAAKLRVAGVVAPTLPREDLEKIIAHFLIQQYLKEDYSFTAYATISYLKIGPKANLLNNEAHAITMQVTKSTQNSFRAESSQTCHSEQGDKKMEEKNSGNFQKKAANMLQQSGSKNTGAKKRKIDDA
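50 nM RECQ1T1 preincubated 15 min with compound in Tris pH 8.0 buffer with MgCl2, DTT, Tween-20 and 2.5 ug/ml poly(dI-dC); started with 200 nM TAMRA/BHQ-2 forked duplex and 2 mM ATP. Unwinding read as fluorescence (525/598 nm), two reads 2 h apart.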
Lamin A splicing: qHTS Assay for Modulators of Lamin A Splicing. Potency, µM (titrated, usually from 46.1 µM), inactives show at the highest dose ratio change, negative = inhibition, hits mostly inhibitors. 200,000 compounds, 0.01% hits. HeLa LMNA splicing GFP/RFP minigene ratio, 48 h. AID 1487, 2009; active = well fitted inhibition curve with a large enough effect in the signal ratio, with a control signal flat, not every such curve was filed as active; inconclusive = small, poorly fitted or top-dose-only effect, or effect the other way, or a change in a side signal; the % refers to the signal ratio; also: % is scaled to controls: 0 for no effect and ±100 for the full control effect
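S3 HeLa stable clones carrying a lamin A-EGFP splicing minigene plus DsRed2 were seeded at 600 cells/well in Opti-MEM with 2% FBS, pin-dosed and incubated 48 h at 37°C. Acumen cytometry (488 nm) gave the GFP/RFP total-intensity ratio.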
Tau fibril ThT: qHTS for Inhibitors of Tau Fibril Formation, Thioflavin T Binding | 270,000 compounds, 2.1% hits | Potency, µM (highest dose often 57.4 µM), for inactives: at the highest dose activity, negative = inhibition, most hits filed as inhibitors | recombinant tau K18 P301L, heparin-induced fibrillization, ThT fluorescence | Microtubule-associated protein tau (Homo sapiens), P10636 | AID 1460, 2008; also: % is scaled to controls: 0 for no effect and ±100 for the full control effect; nearly all actives have a fitted effect of over 55% in size
Target sequence (P10636 561-689 P618L limits assumed): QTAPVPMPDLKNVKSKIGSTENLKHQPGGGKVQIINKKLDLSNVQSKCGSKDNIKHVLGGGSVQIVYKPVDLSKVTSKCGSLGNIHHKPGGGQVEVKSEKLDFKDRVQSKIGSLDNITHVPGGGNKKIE
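Using a mix of unlabeled (15 uM) and Alexa 594-labeled (0.24 uM) tau K18 P301L, heparin-triggered fibrillization over 6 hr at 37 C was scored by ThT fluorescence.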
L3MBTL1 block: qHTS Assay for the Inhibitors of L3MBTL1; Lethal(3)malignant brain tumor-like protein 1 (Homo sapiens), Q9Y468; AlphaScreen L3MBTL1–H3K9me1 peptide binding; Potency, µM (titrated, usually from 57.1 µM), inactives show at the highest dose activity, negative = inhibition, most hits filed as inhibitors; 230,000 compounds, 0.66% hits; AID 485360, 2010; also: % is scaled to controls: 0 for no effect and ±100 for the full control effect; nearly all actives have a fitted effect of over 60% in size
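AlphaScreen proximity signal between nickel-chelate acceptor and streptavidin donor beads (final 10 ug/mL) reports binding of 50 nM L3MBTL1 to 75 nM biotin-H3 K9me1 peptide; complex incubated with compounds 30 min at room temperature; cefsulodin titration as control.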
ALDH1A1 block: qHTS Assay for Inhibitors of Aldehyde Dehydrogenase 1 (ALDH1A1) | AID 1030, 2008 | 220,000 compounds, 7.3% hits | Potency, µM (top dose mostly 75.3 µM), inactives show at the highest dose activity, negative = inhibition, most hits filed as inhibitors | Purified ALDH1A1, NADH fluorescence, propionaldehyde substrate | Aldehyde dehydrogenase 1A1 (Homo sapiens), P00352; active = well fitted inhibition curve with a large enough effect, not every such curve was filed as active; inconclusive = small, poorly fitted or top-dose-only effect, or another doubt; inactive = no such curve, though single readings can be large or run the other way;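 also: plate controls were no enzyme wells and a reference inhibitor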
KinaseGlo FLuc: Counterscreen for Luciferase (Kinase-Glo TM) Inhibition. Luciferin 4-monooxygenase (Photuris pensylvanica), Q27757. Kinase-Glo luciferase, ATP luminescence, 8 min. Potency, µM (top dose mostly 38.3 µM), without a hit: top-dose activity change, negative = inhibition, usual class: inhibitors. 200,000 compounds, 0.28% hits. AID 1379, 2008; also: % is scaled to controls: 0 for no effect and ±100 for the full control effect; nearly all actives have a fitted effect of over 60% in size
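Light output from Kinase-Glo luciferase with luciferin and 10 uM ATP in 50 mM imidazole pH 7.2, KCl, MgCl2, Tween 20, BSA; compound pin-delivered, 8-min ambient incubation, then luminescence read.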
SMN2 splice up: qHTS Assay for Enhancers of SMN2 Splice Variant Expression. 210,000 compounds, 2.8% hits. HEK293 SMN2-luciferase splicing reporter, luminescence, 30-36 h. Potency, µM (series often up to 46.1 µM), for inactives: top-dose activity change, positive = activation, actives largely listed as activators; also: % of control where 0% means no effect; nearly all actives have a fitted effect of over 55% in size
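qHTS luciferase splicing reporter: luminescence rises when SMN2 exon 7 is included in transfected HEK293 cells. Compound exposure lasted 30-36 h at 37C, with 4.5 mM final sodium butyrate as control, followed by a ONE-Glo read.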
JMJD2E inh: qHTS Assay for Inhibitors of Human Jumonji Domain Containing 2E (JMJD2E); Lysine-specific demethylase 4E (Homo sapiens), B2RXH2; JMJD2E catalytic domain, FDH-coupled NADH fluorescence (FDH is formaldehyde dehydrogenase); Potency, µM (highest dose often 57.1 µM), without a hit: at the top dose activity change, negative = inhibition, usual class: inhibitors; 230,000 compounds, 1.6% hits; AID 2147, 2009; active = well fitted inhibition curve with a large enough effect, not every such curve was filed as active; inconclusive = small, poorly fitted or top-dose-only effect, or another doubt; inactive = no such curve, though single readings can be large or run the other way;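 also: 0% = wells with enzyme and -100% = buffer wells without enzyme; nearly all actives have a fitted effect of over 50% in size; many of its hits are not listed in these tables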
Target sequence (B2RXH2 1-337 limits assumed): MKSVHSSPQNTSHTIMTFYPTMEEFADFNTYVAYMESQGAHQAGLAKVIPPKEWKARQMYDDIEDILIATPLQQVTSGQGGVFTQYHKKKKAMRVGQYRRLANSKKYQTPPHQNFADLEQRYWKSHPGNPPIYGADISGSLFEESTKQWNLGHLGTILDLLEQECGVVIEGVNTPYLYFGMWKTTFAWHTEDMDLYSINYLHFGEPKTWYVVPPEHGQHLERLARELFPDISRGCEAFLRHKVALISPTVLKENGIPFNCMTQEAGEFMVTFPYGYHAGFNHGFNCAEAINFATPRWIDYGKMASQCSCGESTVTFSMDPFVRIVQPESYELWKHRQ
The depositor's hits bear a star; i = inactive; ? = inconclusive; nt = no result given; & = joins results of further samples; [ ] = another dose, or the depositor's remark. Unless noted, calls follow the shape of the dose curve; as a rule, active = well fitted curve in the direction sought with a large enough effect; inconclusive = small, poorly fitted or top-dose-only effect, or another doubt; inactive = no such curve, though single readings can be large; an effect the other way counts as inactive or inconclusive. Potency is read from the fitted curve at half-maximal effect. This is a subset (hit frequency here may not be typical).

| SMILES | RECQ1 inh | Lamin A splicing | Tau fibril ThT | L3MBTL1 block | ALDH1A1 block | KinaseGlo FLuc | SMN2 splice up | JMJD2E inh |
| --- | --- | --- | --- | --- | --- | --- | --- | --- |
| CCOc1ccc(-n2c(O)c(N=Nc3ccc([N+](=O)[O-])cc3)c(=O)[nH]c2=O)cc1 | i | 11%[46 µM] | ? | -4% | -10% | -1% | -4% | 7% |
| S=c1[nH]nc(-c2ccn[nH]2)n1-c1ccccc1Cl | -3% | nt | -16% | -4% | nt | nt | nt | ? |
| CC1CN(C)C(C)(C)CC1(O)c1ccccc1 (centres undefined) | -2% | 4% | -3% | nt | -4% | -3% | ? | 2% |
| CN1CCN(Cc2nnc3n2-c2ccc(Cl)cc2C(c2ccccc2)=NC3)CC1 | i | 5% | 3% | 11% | -8% | -2% | 1% | ? |
| O=c1[nH]c(=S)n(-c2ccc(Cl)cc2)c(O)c1/C=N/N1CCOCC1 | 5% | nt | -14% | -4% | -15% | nt | nt | -6% |
| O[C@@H]1CCCC[C@@H]1N1CCC(c2ccccc2)CC1 | i | nt | -11% | nt | -4% | nt | 3% | nt |
| CCOC(=O)[C@@]12C(=O)C(=O)N[C@]1(c1ccccc1)C1OCCCC12 (some centres undefined) | -8% | 8% | -3% | 7% | 4% | 1% | 17% | -3% |
| Cc1cc(OCC(=O)OC(C)(C)C)c2c3c(c(=O)oc2c1)CCC3 | -11% | 14% | 4% | 3% | ? | -2% | -11% | 4.5µM* |
| CNC1C2CN3CCC(O2)C13 (centres undefined) | -16% | nt | 5% | nt | -3% | -2% | nt | -3% |
| COc1ccccc1N=Cc1c(O)n(C)c(=O)n(C)c1=O | 13% | 9% | -9% | -1% | -17% | ? | -13% | ? |
| COc1ccc(CCNCc2ccncc2)cc1OC | i | 11% | -2% | nt | 13µM* | -3% | -2% | ? |
| O=C(O)[C@H]1C[C@@H]1[C@H](NP(=O)(c1ccccc1)c1ccccc1)c1ccccc1 | -10%&-9% | -8% | -1%&-3% | -9% | -9%&4% | 2%&-1% | 27%&-3% | -4%&1% |
| N#Cc1c(Cl)c(Cl)c(Cl)c(C#N)c1Cl | -15% | nt | 2.2µM* | nt | ? | -3% | -98%[inhibitor] | 0% |
| CN1C2CCC1/C(=C/c1ccccn1)C(=O)/C2=C\c1ccccn1 | -5% | ? | 4.5µM* | -1% | -2% | 0% | -126%[inhibitor] | 0% |
| Cc1cc(C)n2nc(SC(C)C(=O)N3CCC4(CC3)OCCO4)nc2n1 (centres undefined) | -3% | -2% | -14% | 0% | -2% | -5% | ? | -2% |
| CN1CCN(Cc2cc(C(C)(C)C)c(O)c(C(C)(C)C)c2)CC1 | -8% | -6% | ? | nt | 22µM* | -3% | 17% | ? |
| O=C(Cn1cnc2ccccc2c1=O)NCC(=O)N1CCC2(CC1)OCCO2 | i | -8% | 2% | nt | -3% | 1% | 21% | 4% |
| CCN(CC)c1ccc([N+](=O)[O-])c2cccnc12 | -2% | nt | 11µM* | 10µM* | ? | 6% | -5% | -8% |
| Cc1ccc(OP(=O)(NC(C)c2ccccc2)Oc2ccc(C)cc2)cc1 (centres undefined) | i | 8%[46 µM] | -11% | 17% | 2% | 1% | nt | 14% |
| O=C(COc1ccc(Br)cc1)N1CCN(Cc2ccncc2)CC1 | i | 3% | ? | -4% | ? | nt | nt | ? |
| N#Cc1cccc(NC(=O)N2CCCC3(CCN(C(=O)Oc4ccccc4)CC3)C2)c1 | i | nt | nt | nt | 2% | -3% | -17% | nt |
| CCOc1ccc(NC(=O)C2C3c4ccccc4C(c4ccccc43)C2C(=O)O)cc1 (centres undefined) | -5% | nt | -11% | 6% | 7% | 0% | nt | -1% |
| OC1(c2cccnc2)CC2CCC(C1)N2Cc1nnnn1Cc1ccccc1 (centres undefined) | -6% | 1% | -3% | -3% | ? | -1% | -7% | 0% |
| Cn1c(O)c(/C=N/c2ccccn2)c(=O)n(C)c1=O | -9% | 6% | -16% | 0% | ? | -25% | -9% | ? |
| COC(=O)c1ccccc1OP(=O)(c1cccc([N+](=O)[O-])c1)c1cccc([N+](=O)[O-])c1 | 2% | nt | -8% | 2% | nt | nt | nt | -2% |
| O=C(NC[P+](=O)O)OCc1ccccc1 | -7% | 4% | -7% | nt | 1% | 1% | 27% | 5% |
| CCCCC/C=C\C/C=C\CCCCCCCC(=O)NCCO | -2%&-10%&0% | nt | -8%&-7%&-2% | nt | 8%&11% | 0%&-1% | 14%&4%&7% | -9%&-13% |
| C=C1[C@@H]2CC[C@H]3[C@@]4(C)C[C@@H](O[C@@H]5O[C@H](CO)[C@H](OS(=O)(=O)O)[C@@H](OS(=O)(=O)O)[C@@H]5OC(=O)CC(C)C)C[C@@H](C(=O)O)[C@H]4CC[C@@]3(C2)[C@H]1O | 0%[25.9 µM] | -14% | nt | nt | 12%[20.9 µM] | 3%[17.1 µM] | -3%[20.6 µM] | -1%[25.5 µM] |
| O=C(Oc1ccccc1)N1CCC[C@@]2(CCN(Cc3cc(C(F)(F)F)cc(C(F)(F)F)c3)C2)C1 | i | nt | nt | nt | 1% | -7% | 0% | nt |
| Cc1ccc(-n2c(-c3nn(C)c(C)c3Cl)n[nH]c2=S)cc1 | 20% | 3% | 0% | nt | 32µM* | 2% | -25% | 5% |
| Cc1ccc(/C=C2/C(=O)NC(=O)N(CCc3ccc(F)cc3)C2=O)s1 | -4% | -7% | ? | 3% | ? | -3% | 1% | -11% |
| Cc1oc2ccc(OC(=O)N(C)C)cc2c1C(=O)OC(C)C | -8% | -12% | -21% | 4% | -4% | 0% | -30% | -4% |
| CCOP(=S)(OCC)c1ccc(N(C)C)cc1 | -18% | 13% | -2% | 1%[11.4 µM] | 2% | 0% | -15% | 1% |
| CCC(C)/C=C(C)/C=C/C1=CC2=C(Cl)C(=O)C(C)(OC(C)=O)C(=O)C2=CO1 (centres undefined) | -7% | nt | ? | ? | ? | nt | nt | ? |
| CCN1CCN(c2ccc(NC(=O)C(C)C)cc2Cl)CC1 | 0% | 4% | -3% | -7% | 2% | -3% | -11% | -5% |
| Cc1ccsc1C(=O)C1CCCN(Cc2cc3ccccc3o2)C1 (centres undefined) | 1% | ? | -16% | 7% | -9% | 2% | nt | -18% |
| CCC12CN3CCN(CC(C3)/C1=N/NC(N)=O)C2 | -7% | nt | -8% | nt | 17% | 11% | -23% | 9% |
| CN(C)C(=O)Oc1cccc([N+](C)(C)C)c1 | -2% | ? | 7%&-6%&4%&1%&-3% | -5%&-5% | -7% | 0% | -11% | -10% |
| O=c1cc(C2CCNCC2)[nH][nH]1 | 5% | 10% | ? | nt | 3% | -3% | -5% | 17% |
| CC(C)=CCCC(C)CN(C)CCc1ccccn1 (centres undefined) | 2% | 9% | -3% | 4% | -6% | 1% | -1% | ? |
| CNCC(O)c1cccc(OC(=O)c2ccccc2C)c1 (centres undefined) | 0% | -1% | -3% | -2% | -6% | -5% | -4% | 3% |
| COc1ccccc1C(=O)C1CCCN(Cc2cnc(C)s2)C1 (centres undefined) | i | 0%[46 µM] | -1% | -9% | 3% | -3% | -20% | 7% |
| C=CCN1CC[C@]23c4c5ccc(O)c4O[C@@H]2/C(=N/N=C2\CC[C@@]4(O)C6Cc7ccc(O)c8c7[C@@]4(CCN6CC=C)[C@@H]2O8)CC[C@@]3(O)C1C5 | -2% | ? | -14% | nt | -8% | -4% | 29% | -13% |
| CCCCCCn1c(=O)c(C(=O)Nc2nnc(C)s2)c(O)c2ccccc21 | i | 23%[46 µM] | -4% | 7% | 3% | -1% | -26% | -9% |
| C[C@H]1CCC/C=C/C2C[C@H](O)CC2[C@H](O)/C=C/C(=O)O1 (some centres undefined) | -5% | ? | -18% | 5% | 0% | 1% | -58%[inhibitor] | 7% |
| CN1CCCC2(CCN(C(=O)c3ccco3)CC2)C1 | -5% | nt | nt | nt | 0% | 0% | 3% | nt |
| O=c1[nH]c(=S)n(C2CC2)c(O)c1/C=N/Nc1ccccc1 | -4% | ? | 11µM* | -5% | 3.2µM* | 1% | -33%[inhibitor] | ? |
| CN1C2CCC1CC(OC(=O)c1cc(Cl)cc(Cl)c1)C2 (centres undefined) | -1%&-2%&-7% | ? | 3%&7%&-14% | nt | -9%&7%&-15% | -5%&-1% | -27%&-19%&-8% | -13%&9% |
| Nc1nnc(P(c2ccccc2)c2ccccc2)s1 | -10% | nt | -5% | -2% | nt | nt | nt | 3% |
| c1ccc(C[C@@H](c2ccccc2)N2CCCCC2)cc1 | -1% | nt | -12% | nt | 4% | 4% | nt | 6% |
| O=C(Nc1ccccc1)C1CC(=O)N(C2CCCCC2)C1 (centres undefined) | -3% | 0% | 7% | 3% | ? | 1% | ? | 2% |
| CN(C)C(=O)O/N=C(\N)COc1ccc(C(C)(C)C)cc1 | -6% | nt | -12% | 6% | 7% | nt | nt | 7% |
| CN1C2c3ccccc3C3C4c5ccccc5C(C31)C(C2[N+](=O)[O-])N4C (centres undefined) | 5% | nt | -13% | -4% | 0% | nt | nt | 1% |
| COc1ccc(-c2nc(NC(=O)Cn3c(=O)oc4ccccc43)sc2C)cc1 | -2% | -19% | ? | ? | ? | 2% | -33%[inhibitor] | 0% |
| CNC(=S)N1CC2CC(C1)c1cccc(=O)n1C2 (centres undefined) | -10% | nt | -4% | nt | -1% | 1% | 26% | 8% |
| CC[C@]1(O)CC(O[C@@H]2CC(N(C)C)C(O)C(C)O2)c2c(cc3c(c2O)C(=O)c2c(O)ccc(O)c2C3=O)C1C(=O)OC (some centres undefined) | i | nt | ? | nt | -6% | -10% | ? | ? |
